aGal spleen mod – inhibits or activates alpha-galactosidase in human spleen homogenate. P06280. human spleen homogenate, 4MU-alpha-Gal fluorescence, 40 min. Potency, µM (highest dose often 80 µM), for the others: top-dose activity change, negative = inhibition, hits mostly inhibitors. 240,000 compounds, 0.008% hits. AID 2107;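 also: 0% = enzyme with vehicle and -100% = no enzyme basal signal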
Target sequence (P06280 32-429 limits assumed): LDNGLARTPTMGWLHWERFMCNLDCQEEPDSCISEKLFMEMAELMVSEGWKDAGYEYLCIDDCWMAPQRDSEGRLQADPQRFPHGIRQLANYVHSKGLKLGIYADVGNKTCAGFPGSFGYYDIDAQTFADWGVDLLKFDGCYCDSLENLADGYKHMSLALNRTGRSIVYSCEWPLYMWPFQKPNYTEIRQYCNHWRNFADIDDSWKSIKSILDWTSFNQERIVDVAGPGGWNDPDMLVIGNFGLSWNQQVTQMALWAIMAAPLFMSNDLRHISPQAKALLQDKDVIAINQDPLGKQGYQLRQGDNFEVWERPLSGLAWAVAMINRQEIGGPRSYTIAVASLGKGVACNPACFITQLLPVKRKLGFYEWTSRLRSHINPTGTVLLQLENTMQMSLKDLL
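Human spleen homogenate (1 ug) as enzyme source, 4-methylumbelliferyl-alpha-D-galactopyranoside 1 mM final, citrate/phosphate pH 5.0 with 0.01% Tween-20. Compounds 40 min at 37C, NaOH/glycine stop; fluorescence Ex 365/Em 440, Hill-fit AC50.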
SMN2 splice up – SMN2 splice variant enhancement; HEK293 SMN2-luciferase splicing reporter, luminescence, 30-36 h; Potency, µM (series often up to 46.1 µM), without a hit: at the top dose activity change, positive = activation, actives largely listed as activators; 210,000 compounds, 2.8% hits; AID 1458; also: % of control where 0% means no effect; nearly all actives have a fitted effect of over 55% in size
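HEK293 cells carry an SMN2 […]–luciferase reporter in which exon 7 inclusion puts luciferase in frame. Cells were plated 10-12 h before compound addition, then incubated 30-36 h at 37C. ONE-Glo luminescence was read; sodium butyrate at 4.5 mM final served as control.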
GAA glycogen – alters human alpha-glucosidase cleavage of glycogen | Potency, µM (series often up to 76.4 µM), inactives show top-dose activity change, negative = inhibition, usual class: inhibitors | 300,000 compounds, 0.38% hits | recombinant GAA, glycogen substrate, Amplex Red glucose oxidase fluorescence | AID 2100 | P10253;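 also: 0% = full enzyme reaction and -100% = no-enzyme basal signal; the screen sought inhibitors and activators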
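qHTS, 1536-well; enzyme 4 nM final; cpd up to 77 uM; substrate bovine liver glycogen 30 ug; 50 mM citrate/phosphate pH 5.0, 0.01% Tween-20; 37 C, 40 min; Amplex Red detection 45 min RT; Hill fit → AC50.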
GAA spleen mod – inhibitors or activators of human alpha-glucosidase in spleen homogenate; P10253; human spleen homogenate, 4-MU-alpha-glucoside fluorescence; Potency, µM (highest dose often 79.9 µM), for the others: top-dose activity change, negative = inhibition, actives largely listed as inhibitors; 240,000 compounds, 0.006% hits; AID 2112;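 also: 0% = enzyme with vehicle and -100% = no enzyme basal signal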
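Compounds were titrated against alpha-glucosidase in spleen homogenate at pH 5.0, with 1 mM 4-methylumbelliferyl substrate for 40 min at 37 C. Reactions were quenched with pH 10 NaOH/glycine and fluorescence measured.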
The depositor's hits bear a star; ? = inconclusive; · = not tested or not shown; & = joins results of further samples; [ ] = another dose, or the depositor's remark. Calls follow the shape of the dose curve; as a rule, active = well fitted curve in the direction sought with a large enough effect; inconclusive = small, poorly fitted or top-dose-only effect, or another doubt; inactive = no such curve, though single readings can be large; an effect the other way counts as inactive or inconclusive. Potency is read from the fitted curve at half-maximal effect. An excerpt; count on the stated rates, not on these rows.

Structure | GAA glycogen | SMN2 splice up | aGal spleen mod | GAA spleen mod
C=C(C)CSc1nc2sc3c(c2c(=O)n1-c1ccccc1)CCC(C)C3 (configuration not stated) | -4%[76.3 µM] | -3% | · | ·
Cc1ccc(-n2c(=O)c3c(c4cc(C)ccc4n3C)n(CC(=O)NCc3ccccc3Cl)c2=O)cc1 | -3%[76.3 µM] | 9% | · | ·
O=C(Cn1c(=O)n(-c2ccccc2)c(=O)c2ccc(C(=O)NCc3ccc4c(c3)OCO4)cc21)Nc1ccc(Br)cc1F | 16%[76.3 µM] | 0% | · | ·
CC(=O)Nc1ccc(Nc2nnc(-c3ccc(C)c(S(N)(=O)=O)c3)c3ccccc23)cc1 | 4% | -5% | · | ·
Cc1cc(C)c2c(c1)NC(=O)C2(O)c1c[nH]c2ccccc12 (configuration not stated) | -8%[76.3 µM] | 3% | · | ·
CCOC(=O)c1c(C)c(-c2ccccc2)n(CC(=O)Nc2ccc(OCC)cc2)c1C | -5%[76.3 µM] | -5% | · | ·
Cc1ccc(NC(=O)CCNS(=O)(=O)c2cccs2)cc1F | -1% | 7% | · | ·
CCOC(=O)c1[nH]c2ccccc2c1NC(=O)c1ccc(OC)c(OC)c1 | -7%[76.3 µM] | -1% | · | ·
CCCCCn1c(-c2ccc(OC)c(OC)c2)nc2ccccc21 | ? | ? | · | ·
COc1cc(OC)c(NC(=O)C(NS(=O)(=O)c2cccc3nsnc23)c2ccccc2)cc1Cl (configuration not stated) | -6%[76.3 µM] | 1% | · | ·
CC(C)c1ccc(NC(=O)c2ccc3oc(=O)c(S(=O)(=O)c4ccc(F)cc4)cc3c2)cc1 | -1%[76.3 µM] | 3% | · | ·
Cc1ccccc1NC(=O)CSCn1nnc2c(=O)[nH]c(Cc3ccc(F)cc3)nc21 | 1%[76.3 µM] | 0% | · | ·
CCN(C(=O)c1cc2c(s1)-c1ccccc1OC2)c1cc(Cl)ccc1OC | -2%[76.3 µM] | -59%[inhibitor] | · | ·
COc1cc(NC(=O)c2nc3ccccc3nc2N2CCCCC2)cc(OC)c1OC | 9%[76.3 µM] | 17% | · | ·
Cc1cc(C)cc(N2C(=O)CC(c3ccc(C(F)(F)F)cc3)C3=C2COC3=O)c1 (configuration not stated) | -17%[76.3 µM] | -7% | · | ·
CCOc1ccccc1CNc1nc2nc(C)c(CC(=O)OC)c(=O)n2[nH]1 | 7%[76.3 µM] | 4% | · | ·
COc1ccc(CNC(=O)c2cc3c(s2)-c2ccccc2OC3)cc1 | -13%[76.3 µM] | ? | · | ·
COc1ccc(-c2cn3c(n2)sc2cc(C(=O)Nc4ccc(F)cc4Cl)ccc23)cc1 | -8%[76.3 µM] | ? | · | ·
CCn1c2ccccc2c2cc(CN3CCN(Cc4ccccc4Cl)CC3)ccc21 | 10%[76.3 µM] | -8% | · | ·
CCc1nn(CC(=O)NCCCN2CCN(CC)CC2)c(=O)c2cc3occc3n12 | -4%&-13%[76.3 µM] | 3% | · | ·
COc1ccc2nc(NC(=O)c3nc(S(=O)(=O)Cc4cccc(C)c4)ncc3Cl)sc2c1 | -7%[76.3 µM] | 2% | · | ·
CCCSc1ncc(Cl)c(C(=O)Nc2ccc(S(=O)(=O)Nc3ncccn3)cc2)n1 | 15%[76.3 µM] | 11% | · | ·
COc1ccc(Cc2nc3c4cnn(-c5cccc(F)c5)c4ncn3n2)cc1 | 2%[76.3 µM] | 0% | · | ·
C[C@H](NC(=O)Cc1cc(F)cc(F)c1)C(=O)N[C@@H](C(=O)OC(C)(C)C)c1ccccc1 | · | · | -3% | 0%
COc1ccc(C2=Nn3c(nnc3-c3cccc(OC)c3OC)SC2)cc1OC | · | · | 1% | 10%
CC(=O)Nc1ccc(SCC(Cc2ccccc2)N2CCN(CCc3ccccc3)CCC2=O)cc1 (configuration not stated) | · | · | 7% | -8%
O=C(O)Cc1ccc(CCNS(=O)(=O)c2ccc(Cl)cc2)cc1 | · | · | -5% | 5%
COc1cc(CN2CCN(CCCSc3cc(C(C)(C)C)c(O)c(C(C)(C)C)c3)CC2)cc(OC)c1OC | · | · | -4% | -2%
CCCC[C@H]1CCCO[C@@](C(=O)NCCN2CCOCC2)(C(F)(F)F)C1 | · | · | 8% | -3%
CCCCC(C)/C=C(C)/C=C(\C)C(=O)NC1=CC(O)(/C=C/C=C/C=C/C(=O)NC2=C(O)CCC2=O)C2OC2C1=O (configuration not stated) | · | · | -11% | -1%

Among those listed so far, these contain a tert-butyl group.
Structure | GAA glycogen | SMN2 splice up | aGal spleen mod | GAA spleen mod
C[C@H](NC(=O)Cc1cc(F)cc(F)c1)C(=O)N[C@@H](C(=O)OC(C)(C)C)c1ccccc1 | · | · | -3% | 0%
COc1cc(CN2CCN(CCCSc3cc(C(C)(C)C)c(O)c(C(C)(C)C)c3)CC2)cc(OC)c1OC | · | · | -4% | -2%

Following part
Structure | GAA glycogen | SMN2 splice up | aGal spleen mod | GAA spleen mod
CC[C@H](C)[C@H](NC(=O)[C@H](CCC(=O)O)NC(=O)[C@H](CO)NC(=O)[C@@H](NC(=O)[C@@H](N)CO)C(C)C)C(=O)N[C@@H](CCC(N)=O)C(=O)N[C@@H](CC(C)C)C(=O)N[C@@H](CCSC)C(=O)N[C@@H](Cc1cnc[nH]1)C(=O)N[C@@H](CC(N)=O)C(=O)N[C@@H](CC(C)C)C(=O)NCC(=O)N[C@@H](CCCCN)C(=O)N[C@@H](Cc1cnc[nH]1)C(=O)N[C@@H](CC(C)C)C(=O)N[C@@H](CC(N)=O)C(=O)N[C@@H](CO)C(=O)N[C@@H](CCSC)C(=O)N[C@@H](CCC(=O)O)C(=O)N[C@@H](CCCNC(=N)N)C(=O)N[C@H](C(=O)N[C@@H](CCC(=O)O)C(=O)N[C@@H](Cc1c[nH]c2ccccc12)C(=O)N[C@@H](CC(C)C)C(=O)N[C@@H](CCCNC(=N)N)C(=O)N[C@@H](CCCCN)C(=O)N[C@@H](CCCCN)C(=O)N[C@@H](CC(C)C)C(=O)N[C@@H](CCC(N)=O)C(=O)N[C@@H](CC(=O)O)C(=O)N[C@H](C(=O)N[C@@H](Cc1cnc[nH]1)C(=O)N[C@@H](CC(N)=O)C(=O)N[C@@H](Cc1ccccc1)C(=O)N[C@H](C(=O)N[C@@H](C)C(=O)N[C@@H](CC(C)C)C(=O)NCC(=O)O)C(C)C)C(C)C)C(C)C | · | · | 14% | 5%
CC[C@H](C)[C@H](NC(=O)[C@H](Cc1ccc(O)cc1)NC(=O)[C@@H]1CCCN1C(=O)[C@H](CCCN=C(N)N)NC(=O)[C@H](CCCN=C(N)N)NC(=O)[C@@H]1CCCN1C(=O)[C@H](CCCCN)NC(=O)[C@H](CC(N)=O)NC(=O)[C@H](CCC(N)=O)NC(=O)[C@H](Cc1ccc(O)cc1)NC(=O)[C@H](CC(C)C)NC(=O)[C@@H]1CCC(=O)N1)C(=O)N[C@@H](CC(C)C)C(=O)O | · | · | -6% | 3%
CNc1ccc(-c2nc3ccccc3s2)cc1 | · | · | ? | ?
COC(=O)C1=C[C@@H](C(=O)OC)C2C3=C(C(=O)[C@]2(CC(C)C)NC(=O)c2ccccc2)[C@H](C)n2c(=O)n(C)c(=O)n2[C@@H]3C1 (some centres not stated) | · | · | 2% | -6%
Fc1ccc(Cl)cc1-c1nc(Nc2ccncc2)c2nccnc2n1 | · | · | -9% | -5%
COc1ccc(-c2cc(C3C4C=CCCC4(C)C(=O)N3Cc3ccccc3)ccc2F)cc1OC (configuration not stated) | · | · | 2% | -11%
CC(C)C[C@H](NC(=O)CNC(=O)[C@H](C)NC(=O)[C@H](CC(C)C)NC(=O)[C@H](CCCNC(=N)N)NC(=O)[C@H](Cc1cnc[nH]1)NC(=O)[C@@H](NC(=O)[C@@H](NC(=O)[C@@H]1CSSC[C@H](NC(=O)[C@@H](N)CO)C(=O)N[C@@H](CC(N)=O)C(=O)N[C@@H]([C@@H](C)O)C(=O)N[C@@H](C)C(=O)N[C@@H]([C@@H](C)O)C(=O)N1)C(C)C)[C@@H](C)O)C(=O)N[C@@H](CC(C)C)C(=O)N[C@@H](CO)C(=O)N[C@@H](CCCNC(=N)N)C(=O)N[C@@H](CO)C(=O)NCC(=O)NCC(=O)N[C@H](C(=O)N[C@H](C(=O)N[C@@H](CCCCN)C(=O)N[C@@H](CC(=O)O)C(=O)N[C@@H](CC(N)=O)C(=O)N[C@@H](Cc1ccccc1)C(=O)N[C@H](C(=O)N1CCC[C@H]1C(=O)N[C@H](C(=O)N[C@@H](CC(N)=O)C(=O)N[C@H](C(=O)NCC(=O)N[C@@H](CO)C(=O)N[C@@H](CCCCN)C(=O)N[C@@H](C)C(=O)N[C@@H](Cc1ccccc1)C(N)=O)C(C)C)[C@@H](C)O)C(C)C)C(C)C)C(C)C | · | · | -6% | -3%
CNc1nc(Cl)nc2c1ncn2CC(COC(=O)C(C)(C)C)COC(=O)C(C)(C)C | · | · | -13% | -6%
CC(C)Cc1ccc([C@@H](C)C(=O)NS(C)(=O)=O)cc1 | · | · | 20% | -1%
CCc1ccc(C2/C=C\CNC(c3ccccc3)C(=O)N2Cc2ccc(C)cc2)cc1 (configuration not stated) | · | · | 0% | 7%
C=CC[C@@H]1/C=C(\C)C[C@H](C)C[C@H](OC)[C@H]2O[C@@](O)(C(=O)C(=O)N3CCCC[C@H]3C(=O)O[C@H](/C(C)=C/[C@@H]3CC[C@@H](O)[C@H](OC)C3)[C@H](C)[C@@H](O)CC1=O)[C@H](C)C[C@@H]2OC | · | · | -1%&3% | -9%&-3%
COc1ccc(-c2cc(C3C4C=CCC(C)C4C(=O)N3Cc3ccccc3)ccc2F)cc1 (configuration not stated) | · | · | -15% | 0%
CCOC(=O)N1CCN(/[N+]([O-])=N/Oc2ccc([N+](=O)[O-])cc2[N+](=O)[O-])CC1 | · | · | -15%&-2% | -5%&-3%
Cc1ccc(SCC(Cc2ccccc2)N2CCN(CCc3ccccc3)CCC2=O)cc1 (configuration not stated) | · | · | 6% | 7%
CC[C@H](C)[C@H](NC(=O)[C@@H](NC(=O)CNC(=O)[C@@H](N)CC(C)C)[C@@H](C)O)C(=O)N1CCC[C@H]1C(=O)NCC(=O)O | · | · | -13% | 8%
NCC(=O)N[C@@H](CCCN=C(N)N)C(=O)NCC(=O)N[C@@H](CC(=O)O)C(=O)N[C@@H](CO)C(=O)O | · | · | -1% | -2%
CN(C)c1ccc(/C=C2\C(=O)Nc3ccccc32)c2ccccc12 | · | · | 5% | 1%
CC[C@@H](C)[C@@H](O)[C@H](C)C(=O)[C@H](C)/C=C(\C)C[C@H](C)[C@@H]1OC(=O)[C@H]1CC | · | · | -3% | 3%
Nc1nc(-c2nn(Cc3ccccc3F)c3ncccc23)ncc1C1CC1 | · | · | 3% | -6%
CC(OCc1ccccc1)C(NC(=O)OC(C)(C)C)C(=O)NC1COC2CC(n3cc(F)c(=O)[nH]c3=O)OC12 (configuration not stated) | · | · | 15% | 3%
C=CCCN(C(C)C(=O)OC)S(=O)(=O)c1ccccc1Br (configuration not stated) | · | · | -6% | -11%
O=C1C[C@@H](c2ccc(O)c(O)c2)Oc2cc(O[C@H]3O[C@@H](CO)[C@H](O)[C@@H](O)[C@@H]3O)cc(O)c21 | · | · | 8% | -5%
O=c1c(-c2ccc(O)cc2)coc2cc(O[C@@H]3O[C@H](CO)[C@@H](O)[C@H](O)[C@H]3O)cc(O)c12 | · | · | -3% | 0%

Individual results from above.
COc1cc(CN2CCN(CCCSc3cc(C(C)(C)C)c(O)c(C(C)(C)C)c3)CC2)cc(OC)c1OC in aGal spleen mod reads -4%
COc1cc(OC)c(NC(=O)C(NS(=O)(=O)c2cccc3nsnc23)c2ccccc2)cc1Cl (configuration not stated) in SMN2 splice up reads 1%

Screening results as filed in PubChem.
